Screening data (PubChem)
PTHR1 agonist: agonists of human PTHR1 parathyroid hormone receptor | Q03431 | HEK293 GP2 PTHR1 cells, GloSensor cAMP luminescence, 1 h | AID 743266 | hit rate 0.075% among 410,000 | Potency, µM (doses to about 115 µM), without a hit: top-dose activation, most hits filed as activators; also: potency is read from the fitted curve at half-maximal effect; nearly all actives have a fitted effect of over 55% in size; some results filed as inactive show a strong effect at the top dose; inactives centre near -15; many of its hits are not listed in these tables
Target sequence (Q03431 whole entry, looked up): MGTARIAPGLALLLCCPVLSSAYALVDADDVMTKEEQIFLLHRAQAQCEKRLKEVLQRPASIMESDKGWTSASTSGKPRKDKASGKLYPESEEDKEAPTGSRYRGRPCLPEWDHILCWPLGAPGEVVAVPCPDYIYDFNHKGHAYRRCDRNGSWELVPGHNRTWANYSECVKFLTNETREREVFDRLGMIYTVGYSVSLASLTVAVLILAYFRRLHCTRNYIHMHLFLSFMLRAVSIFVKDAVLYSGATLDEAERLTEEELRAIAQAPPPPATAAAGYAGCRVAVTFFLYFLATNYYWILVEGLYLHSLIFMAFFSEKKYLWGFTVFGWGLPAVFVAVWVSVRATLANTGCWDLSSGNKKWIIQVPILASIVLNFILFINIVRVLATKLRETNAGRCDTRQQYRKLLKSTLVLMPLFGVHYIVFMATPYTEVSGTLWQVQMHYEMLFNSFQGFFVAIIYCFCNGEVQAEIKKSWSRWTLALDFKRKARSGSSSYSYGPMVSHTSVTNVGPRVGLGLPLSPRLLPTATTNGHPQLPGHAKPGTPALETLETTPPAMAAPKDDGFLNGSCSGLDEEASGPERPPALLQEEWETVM
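HEK-293-derived GP2 cells expressing PTHR1 and a GloSensor cAMP reporter, 3,000/well, plated overnight, given luciferin plus IBMX (each 0.5 mM as added) for 1 h at 37 °C, then compound for 1 h at 37 °C. Luminescence was read after 15 min at room temperature.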
CCT modulator: cytosolic chaperonin activity modulation; activity change, % (concentration not given with the values), hits read low; purified chaperonin ATPase assay, HTRF ADP detection, 30 min; hit rate 0.3% among 360,000; in the data active = activity change below about -30%; also: % is scaled to controls: 0 for no effect and ±100 for the full control effect
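First, chaperonin was dispensed at 40 nM or 20 nM final depending on batch activity. Next, compounds were pinned at 76 uM and ATP added at 10 uM. After 30 min at 37 °C, ADP detection reagents ran 30 min at ambient temperature.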
Mm-Cpn inhibitor: M. maripaludis TRiC chaperonin inhibition. purified Mm-Cpn ATPase, ADP Transcreener TR-FRET. hit rate 0.031% among 330,000. Potency, µM (series often up to 76.9 µM), without a hit: top-dose activity, negative = inhibition, most hits filed as inhibitors; also: potency is read from the fitted curve at half-maximal effect; % is scaled to controls: 0 for no effect and ±100 for the full control effect; nearly all actives have a fitted effect of over 80% in size
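25 nM Mm-CPN + cpd, 10 min 37°C; + 10 uM ATP, 30 min 37°C; buffer 30 mM Tris pH 7.4, 100 mM KCl, 5 mM MgCl2, 1 mM DTT; Transcreener ADP HTRF detection 30 min RT.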
Akt phos inh: inhibitors of Akt phosphorylation. hit rate 0.32% among 360,000. Neuro2A IGF-stimulated pAkt S473 HTRF, 20 min; active compounds read low. activity change, % for hits at 50 µM; in the data active = activity change below about -80%; inconclusive = mostly about -51% to -80%; also: % is scaled to controls: 0 for no effect and ±100 for the full control effect
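Neuro2A cells in DMEM with 0.5% FBS, overnight at 37 deg C, given compound at single 50 µM final, then IGF (6 nM final) for 20 min at 37 deg C. Lysed; phospho-Akt Ser473 by HTRF after 24 h, 665/615 ratio.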
DRD3 antagonist: D3 dopamine receptor (human) antagonism; P35462; D3R cells, DiscoveRx beta-arrestin luminescence, antagonist mode; active compounds read low; max response, negative = inhibition, %; hit rate 2.5% among 360,000; AID 652054; in the data active = max response below about -50%; inconclusive = no clear call, values can overlap the other calls; also: % is scaled to controls: 0 for no effect and ±100 for the full control effect; mostly tested at two doses, the higher about 12 µM
Target sequence (P35462 whole entry, looked up): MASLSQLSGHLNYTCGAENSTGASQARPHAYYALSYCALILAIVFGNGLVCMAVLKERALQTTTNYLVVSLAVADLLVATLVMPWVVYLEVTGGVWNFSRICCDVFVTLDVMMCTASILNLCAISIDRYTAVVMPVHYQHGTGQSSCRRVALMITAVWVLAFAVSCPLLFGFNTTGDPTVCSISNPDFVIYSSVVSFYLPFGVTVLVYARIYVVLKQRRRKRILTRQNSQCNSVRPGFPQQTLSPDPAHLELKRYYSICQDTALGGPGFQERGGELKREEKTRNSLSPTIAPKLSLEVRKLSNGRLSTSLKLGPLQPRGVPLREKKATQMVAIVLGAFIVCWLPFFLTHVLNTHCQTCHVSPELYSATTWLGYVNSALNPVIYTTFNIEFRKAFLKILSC
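Cells expressing the human receptor were seeded at 1500 cells/well, incubated overnight at 37 degrees C in 5% CO2, then exposed to library compounds with dopamine controls for 90 minutes at 37 degrees C before luminescent detection.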
EPAC2 antagonist: blocks human EPAC2 exchange factor. AID 720708. EPAC2 GEF exchange of Rap1B-BODIPY-GDP, fluorescence. hit rate 0.18% among 360,000. Potency, µM (series often up to 114 µM), for inactives: top-dose activity, negative = inhibition, hits mostly inhibitors. Q8WZA2; also: potency is read from the fitted curve at half-maximal effect; % is scaled to controls: 0 for no effect and ±100 for the full control effect; nearly all actives have a fitted effect of over 45% in size; many of its hits are not listed in these tables
DRD3 agonist: D3 dopamine receptor (human) agonism; P35462; D3R DiscoveRx beta-arrestin cells, luminescence, 90 min; max activation, %; hit rate 0.58% among 410,000; in the data active = max activation above about 30%; also: 0% is about no effect; mostly tested at two doses, the higher about 12 µM
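Agonist-mode cell screen: cells plated at 1500/well and incubated overnight at 37 °C, then exposed to library compounds for 90 min at 37 °C. Detection reagent was added for 30–60 min at room temperature, and luminescence was read.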
EPAC2 ag: activates human EPAC2 exchange factor. Q8WZA2. EPAC2 activation, biochemical qHTS; response scale: 100% = 6.5 mM cAMP response. Potency, µM (top dose mostly 154 µM), without a hit: at the top dose activation, actives largely listed as activators. hit rate 0.079% among 360,000. AID 720711; also: potency is read from the fitted curve at half-maximal effect; nearly all actives have a fitted effect of over 50% in size
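Readout is BODIPY fluorescence (480 nm excitation, 540 nm emission), which falls as labeled GDP is exchanged off Rap1B. EPAC2 at 100 nM acted on 250 nM RAP1B-BODIPY-GDP with 50 uM GDP present.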
The depositor's hits bear a star; i = inactive; ? = inconclusive; / = no result given; [ ] = dose if it differs, or a comment. Unless noted, calls follow the shape of the dose curve; as a rule, active = well fitted curve in the direction sought with a large enough effect; inconclusive = small, poorly fitted or top-dose-only effect, or another doubt; inactive = no such curve, though single readings can be large; an effect the other way counts as inactive or inconclusive. The list is partial; rates above refer to the full screens.

SMILES	PTHR1 agonist	CCT modulator	Mm-Cpn inhibitor	Akt phos inh	DRD3 antagonist	EPAC2 antagonist	DRD3 agonist	EPAC2 ag
O=C1CCC(C(=O)NC2(C(=O)NC3CCCCC3)CCCCC2)N1 (stereo not drawn)	i	2.2	-2.2%	i	23.0	5.2%	-1.1	-2.4%
CC(C)CCN1C(=O)c2ccc(C(=O)Nc3ccccc3C(=O)O)cc2C1=O	-13.7%	-1.5	0.1%	i	90.2	-16.1%	15.9	7.6%
Cc1ccc(CN(C)C(=O)COC(=O)CSc2cc(C)c3ccccc3n2)cc1	i	-0.4	-0.9%	i	-3.2	2.9%	-1.4	20.1%
Cn1c(/C=C/c2ccc(Cl)cc2)nc2ccccc2c1=O	i	-0.8	-0.8%	i	-6.2	-4.8%	2.9	-11.3%
CCOc1ccccc1NC(=O)Nn1cnnc1	-3.0%	1.7	-0.1%	i	-7.3	11.6%	2.3	7.8%
CCOC(=O)C1=C(C)NC2=C(C1c1ccc([N+](=O)[O-])cc1)S(=O)(=O)c1ccccc12 (stereo not drawn)	?	0.5	-0.7%	i	-3.0	0.8%	-6.0	20.4%
Cn1cccc1Cc1nnc(SCC(=O)NC2CCCCC2)n1-c1ccc(F)cc1	-17.3%	-1.0	-0.2%	i	-17.5	21.6%	0.2	4.2%
N#Cc1ccccc1CN1C(=O)NC2(CCCCCC2)C1=O	6.1%	0.3	-5.8%	i	13.0	28.4%	-0.6	7.9%
O=C(/C=C/[C@H]1O[C@@H](n2ccc(=O)[nH]c2=O)[C@H](O)[C@@H]1O)NC(c1ccccc1)c1ccccc1	i	-1.0	/	i	0.0	-6.1%	8.9	5.2%
OCCN1CCOCCOc2ccccc2OCCOCC1	i	0.1	3.2%	i	13.0	-8.0%	6.5	4.6%
CCOc1ccccc1N=CC1=C(O)CC(c2ccccc2)CC1=O (stereo not drawn)	-21.3%	-1.5	1.6%	i	?	-0.1%	-3.8	-0.2%
CN(CCOc1ccc(-c2ccn(S(=O)(=O)c3cccc4ccccc34)n2)cc1)c1ccccn1	-6.9%[57.5 µM]	-1.2	-4.4%	i	7.6	6.5%	2.1	2.5%
Cc1cc(Cl)c2oc(C(=O)N3CCOCC3)c(C)c2c1	i	-35.2*	/	i	12.9	-1.5%	3.8	6.3%
CC(=O)c1ccc(-c2ccccc2OC(F)(F)F)o1	i	-2.6	-0.1%	i	9.2	-8.4%	-3.4	0.6%
CCCN(CC(=O)Nc1ccccc1C)C(=O)COc1c(C)cccc1C	-2.5%	-1.4	-0.8%	i	4.7	-3.8%	0.2	-0.1%
C=C(C)C1CC=C(C)/C(=N/NC(=O)c2ccc(NC(=O)c3cccc(C)c3)cc2)C1 (stereo not drawn)	i	0.1	0.2%	i	9.5	4.7%	-5.9	4.6%
S=C(Nc1ccc(Cl)cc1)N1CCN(C2CCCCC2)CC1	i	-1.8	2.2%	i	?	-1.5%	-15.7	5.3%
O=C1OCC(c2ccccc2)=C1c1ccccc1[N+](=O)[O-]	-22.2%	2.1	-0.9%	i	6.7	0.0%	3.7	-4.7%
O=C(O)C1C2C=CC(O2)C1C(=O)NCCc1cccc(Cl)c1 (stereo not drawn)	i	0.3	0.9%	i	-4.3	6.0%	-8.3	9.2%
O=C(Nc1cccnc1)c1ccc(S(=O)(=O)c2ccccc2)cc1	i	-1.9	1.7%	i	5.0	-1.1%	-1.6	4.7%
CN(C)S(=O)(=O)c1ccc(C(=O)Nc2ccn(C)n2)cc1	i	-4.3	0.3%	i	0.8	4.9%	6.2	6.7%
CSc1nccn1CC(=O)Nc1ccc(F)cc1	i	-0.1	0.4%	-114.0%*	11.4	4.3%	4.2	6.7%
CC(=O)Nc1ccc(OCc2ccc(S(=O)(=O)Cc3ccccc3)cc2)cc1	-12.7%	-3.0	-0.5%	i	21.5	10.1%	2.7	3.2%
Cc1cccc(C)c1NC(=O)NCc1ccco1	23.2%	-1.1	-1.8%	i	0.0	5.2%	-3.5	-4.2%
COc1ccc(NS(=O)(=O)c2cc(NC(=O)COc3ccc(OC)cc3)ccc2N2CCOCC2)cc1	i	-1.5	-1.0%	i	3.0	3.9%	-4.9	-2.0%

Nine successive records out of the list so far:
SMILES	PTHR1 agonist	CCT modulator	Mm-Cpn inhibitor	Akt phos inh	DRD3 antagonist	EPAC2 antagonist	DRD3 agonist	EPAC2 ag
S=C(Nc1ccc(Cl)cc1)N1CCN(C2CCCCC2)CC1	i	-1.8	2.2%	i	?	-1.5%	-15.7	5.3%
O=C1OCC(c2ccccc2)=C1c1ccccc1[N+](=O)[O-]	-22.2%	2.1	-0.9%	i	6.7	0.0%	3.7	-4.7%
O=C(O)C1C2C=CC(O2)C1C(=O)NCCc1cccc(Cl)c1 (stereo not drawn)	i	0.3	0.9%	i	-4.3	6.0%	-8.3	9.2%
O=C(Nc1cccnc1)c1ccc(S(=O)(=O)c2ccccc2)cc1	i	-1.9	1.7%	i	5.0	-1.1%	-1.6	4.7%
CN(C)S(=O)(=O)c1ccc(C(=O)Nc2ccn(C)n2)cc1	i	-4.3	0.3%	i	0.8	4.9%	6.2	6.7%
CSc1nccn1CC(=O)Nc1ccc(F)cc1	i	-0.1	0.4%	-114.0%*	11.4	4.3%	4.2	6.7%
CC(=O)Nc1ccc(OCc2ccc(S(=O)(=O)Cc3ccccc3)cc2)cc1	-12.7%	-3.0	-0.5%	i	21.5	10.1%	2.7	3.2%
Cc1cccc(C)c1NC(=O)NCc1ccco1	23.2%	-1.1	-1.8%	i	0.0	5.2%	-3.5	-4.2%
COc1ccc(NS(=O)(=O)c2cc(NC(=O)COc3ccc(OC)cc3)ccc2N2CCOCC2)cc1	i	-1.5	-1.0%	i	3.0	3.9%	-4.9	-2.0%

Later entries.
SMILES	PTHR1 agonist	CCT modulator	Mm-Cpn inhibitor	Akt phos inh	DRD3 antagonist	EPAC2 antagonist	DRD3 agonist	EPAC2 ag
O=[N+]([O-])c1cc(Cl)ccc1NCCNS(=O)(=O)c1ccccc1	-4.5%	0.7	1.9%	i	-7.3	13.4%	-19.1	-14.8%
CC1CC(C)CN(C(=O)C2CCN(S(=O)(=O)c3cccc4cccnc34)CC2)C1 (stereo not drawn)	i	-0.1	0.9%	i	14.3	1.3%	3.4	4.0%
COc1ccc(-c2cc(C(F)(F)F)nc(SCc3cccc(C(=O)O)c3)n2)cc1	-17.7%	0.2	-5.3%	i	8.8	-14.4%	15.5	5.3%
CC(C)OC(=O)c1nnc(Cc2ccc(F)cc2)o1	-1.5%	-1.1	1.8%	i	11.2	-4.2%	-0.6	3.9%
Cc1c(-c2cccs2)[n+](=O)c2c(n1[O-])CCC2	-9.6%[57.5 µM]	-2.6	-5.4%	i	14.2	-1.5%	7.2	6.8%
Cc1ccsc1/C=C1/SC(=O)N(CC(=O)N2CCOCC2)C1=O	-13.0%[57.5 µM]	-4.2	-0.2%	i	-15.0	33.4%[activator][57.1 µM]	-2.1	?
CN(Cc1ccc([N+](=O)[O-])cc1)c1ccccc1	-84.4%[inhibitor]	0.7	/	i	-10.4	-14.9%	-0.4	11.7%
CSc1nsc(SCC(=O)N2CCN(c3ccccc3)CC2)n1	i	0.2	0.1%	i	-23.5	-1.3%	-0.9	3.3%
CC(C)C[C@H]1CN([C@@H](Cc2ccc(O)cc2)CN2CCCC2CN2C(=S)NC[C@@H]2Cc2ccccc2)C(=S)N1CC1CCCCC1 (stereo partly drawn)	i	-1.2	/	i	-50.8*	1.5%	-12.5	-2.9%
O=C(Cn1nnc(-c2ccccc2NC(=O)c2ccccc2F)n1)NCc1ccco1	-7.6%[57.5 µM]	-0.8	-0.6%	i	21.8	11.4%	2.0	-9.5%
CC(C)(C)SCCNS(=O)(=O)c1ccc(F)cc1	-12.6%[57.5 µM]	0.5	-1.2%	i	-22.7	7.4%	-7.9	5.4%
Cc1sc2nc(SCC(=O)NCc3ccco3)n(C)c(=O)c2c1C	i	-3.3	-1.4%	i	0.0	0.8%[57.1 µM]	6.8	-10.2%
C=CCN(C(=O)CCC(=O)Nc1cc(C)on1)C(C(=O)NC1CCCC1)c1cccnc1 (stereo not drawn)	i	-0.6	-0.8%	i	8.8	-3.9%	-2.6	5.6%
CC(C)CNS(=O)(=O)c1ccc(CCC(=O)Nc2ccc3c(c2)OCCO3)cc1	-30.8%[inhibitor][57.5 µM]	-0.9	-2.6%	i	-20.1	-7.2%	0.1	12.3%
O=C(CNC(=O)Cn1ccc2ccccc2c1=O)NCCCN1CCCCCC1	-18.3%	-2.5	-0.3%	i	-21.4	3.3%	-0.8	-4.3%
CSCCC(NC(N)=O)C(=O)Nc1ccc2ccccc2c1 (stereo not drawn)	i	-3.5	-4.7%	i	-9.7	0.5%	-13.0	1.8%
Cc1ccc(OCc2nnc(-c3ccc(Cl)cc3)o2)cc1	-3.6%	-0.6	/	i	1.1	?	-3.5	7.7%
COc1ccc(C2CC(=O)N(CC(=O)NCC3CCCO3)c3ccccc3S2)cc1 (stereo not drawn)	20.4%	0.3	-0.1%	i	-10.4	2.1%	-6.4	13.1%
Cc1cc(C)cc(NC(=O)Cc2ccc(NC3=NC4CS(=O)(=O)CC4S3)cc2)c1 (stereo not drawn)	i	2.7	0.8%	i	0.5	-10.9%	1.3	0.5%
Cc1ccc2nc(N3C(=O)C(O)=C(C(=O)c4ccco4)C3c3cccc(O)c3)sc2c1 (stereo not drawn)	-14.4%	-0.4	-4.8%	i	-0.6	-12.0%	-12.4	-3.0%
Cc1ccc(-n2c(SCC(=O)NCC3CCCO3)nc3ccccc3c2=O)cc1C (stereo not drawn)	i	-3.9	1.5%	i	5.2	-1.2%	1.4	6.1%
CC(C)c1ccccc1-n1c(SCc2cc(=O)oc3ccc4ccccc4c23)nnc1-c1cccnc1	i	-1.9	-23.0%	i	-2.4	-7.6%	-7.6	9.1%
O=C(N/N=C/c1cc([N+](=O)[O-])ccc1O)C1CC1	-4.1%	-1.7	2.4%	i	-86.2*	6.7%	-27.2	0.8%
O=C(CN1C(=O)S/C(=C\C=C\c2ccccc2)C1=O)N1CCOCC1	-15.4%	0.7	0.2%	i	10.5	-4.9%	-2.4	7.0%
